MsrA inhibitor: bovine MsrA enzyme inhibitors, primary screen, biochemical, absorbance, HTS; inhibition, % at 15.5 µM; Methionine sulfoxide reductase A (Bos taurus); 360,000 compounds, 0.75% hits; purified bovine MsrA, absorbance read-out; in the data active means inhibition above about 4.5%;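 further: 0% = vehicle wells with enzyme and 100% = reference inhibitor wells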
Tb MetRS inh: T. brucei MetRS inhibitors, primary screen, biochemical, luminescence | methionyl-tRNA synthetase (Trypanosoma brucei brucei) | purified T. brucei MetRS, ATP depletion, Kinase-Glo luminescence | inhibition, % at 11.9 µM | 360,000 compounds, 0.4% hits | AID 624268, 2012;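 active means inhibition above a per-plate cutoff of the control wells' mean inhibition plus 3 SD, cut at about 5.5% in these data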;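 further: 0% = DMSO wells median and 100% = median of wells with control inhibitor compound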
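Dosing: 11.9 µM single point; system: parasite MetRS enzyme; technique: luminescence of leftover ATP; times: 15 min enzyme-compound preincubation, 2 h reaction, 10 min detection, 25 °C; replicates: each compound tested once; read-out basis: percent inhibition relative to median high and low control wells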
eLon inh: inhibitors of E. coli Lon protease, primary screen, biochemical, fluorescence polarization; P0A9M0; purified E. coli Lon protease; inhibition, % at 7.94 µM; 360,000 compounds, 0.42% hits; in the data active means inhibition above about 13%, passing the limit was not always enough;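 further: 0% = enzyme with probe and DMSO and 100% = no enzyme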
Target sequence (P0A9M0 whole entry, looked up): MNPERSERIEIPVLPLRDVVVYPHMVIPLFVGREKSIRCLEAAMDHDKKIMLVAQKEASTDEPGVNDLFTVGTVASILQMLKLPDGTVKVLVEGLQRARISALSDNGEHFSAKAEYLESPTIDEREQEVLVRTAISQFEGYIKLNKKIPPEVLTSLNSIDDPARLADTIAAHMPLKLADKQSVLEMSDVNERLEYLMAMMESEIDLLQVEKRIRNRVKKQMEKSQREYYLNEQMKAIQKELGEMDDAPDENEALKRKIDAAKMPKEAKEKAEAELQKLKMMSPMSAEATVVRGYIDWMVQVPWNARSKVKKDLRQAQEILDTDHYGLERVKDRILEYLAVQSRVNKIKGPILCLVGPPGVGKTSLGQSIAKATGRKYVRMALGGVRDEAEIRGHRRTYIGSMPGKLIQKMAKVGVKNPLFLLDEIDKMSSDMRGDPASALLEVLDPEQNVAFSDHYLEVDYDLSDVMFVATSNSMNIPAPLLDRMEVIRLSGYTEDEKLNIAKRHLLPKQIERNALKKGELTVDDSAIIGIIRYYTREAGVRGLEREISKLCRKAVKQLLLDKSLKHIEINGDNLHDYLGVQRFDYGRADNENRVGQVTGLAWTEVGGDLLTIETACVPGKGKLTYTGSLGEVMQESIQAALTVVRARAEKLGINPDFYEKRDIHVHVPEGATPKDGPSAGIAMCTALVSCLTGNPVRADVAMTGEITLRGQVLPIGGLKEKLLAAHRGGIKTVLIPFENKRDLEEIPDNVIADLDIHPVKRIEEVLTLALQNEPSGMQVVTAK
PABP1 MLLE inh: inhibitors of PABP1 MLLE–PAM2 peptide binding, primary screen, biochemical, fluorescence polarization, FITC-PAM2, GST-MLLE | Polyadenylate-binding protein 1 (Homo sapiens), P11940 | inhibition, % at 20 µM | 360,000 compounds, 0.36% hits | AID 588489, 2011; in the data active means inhibition above about 35%, passing the limit was not always enough;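 further: plate controls were DMSO wells with GST-MLLE for no effect and wells lacking GST-MLLE protein for full effect; some results filed as inactive read as strong as hits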
CendR NRP1 mod: modulators of CendR peptide binding to NRP-1, primary screen, biochemical, fluorescence polarization, uHTS; inhibition, % at 25 µM; FAM-RPARPAR peptide binding to NRP-1; 360,000 compounds, 0.85% hits;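 active means inhibition or corrected inhibition above about 18%, plus a signal ratio from 0.5 to 1.5, limit read from the data, passing the limit was not always enough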; further: strong numbers were not always called active
MT1-MMP act inh: blockers of MT1-MMP proenzyme processing, primary screen, HT1080 RFP-PRO-GFP cells, GFP/RFP fluorescence | 360,000 compounds, 0.061% hits | GFP/RFP ratio change, % at 20 µM | GFP/RFP ratio fluorescence, overnight; percent of plate control window, DMSO zero | Matrix metalloproteinase-14 (Homo sapiens), P50281 | AID 651647, 2012;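 active means GFP/RFP ratio change of at least 30% with cell ATP level not reduced by more than half and red fluorescence within 50% of control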; further: strong numbers were not always called active
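Assay system: HT1080 RFP-PRO-GFP cells. Benchmarks: DMSO vehicle wells and RFP-L50D-GFP reporter cell wells. Times: overnight cell settling, then overnight compound exposure, 37 °C, 5% CO2. Compound: 20 µM single dose, 1% DMSO. Read-out basis: GFP/RFP fluorescence ratio.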
bovine MsrA act: bovine MsrA enzyme activators, primary screen, biochemical, absorbance, HTS. 360,000 compounds, 0.3% hits. purified bovine MsrA, absorbance read-out. AID 602163, 2012. Methionine sulfoxide reductase A (Bos taurus). activation, % at 10.6 µM; in the data active means activation above about 7.5%;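 further: 0% = vehicle and 100% = reference activator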
FAS TE block: FAS thioesterase domain inhibitors, primary screen, biochemical, fluorescence intensity, uHTS. Fatty acid synthase (Homo sapiens), P49327. recombinant FAS-TE, OMFH fluorogenic substrate, fluorescence endpoint. inhibition, % at 15 µM. 360,000 compounds, 0.67% hits. AID 602261, 2012;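 active means compounds whose normalised, plate-corrected inhibition of enzyme fluorescence in the single-dose primary screen is 50% or more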;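 further: 0% = DMSO with enzyme and 100% = substrate without enzyme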
SKN-1 block: suppressors of acrylamide-induced Pgst-4::GFP reporter in worms, primary screen, SKN-1 inhibitor project, whole organism, uHTS, GFP/RFP fluorescence ratio, strain VP596; C. elegans VP596 Pgst-4::GFP/RFP ratio, 24 h; inhibition, % at 21.8 µM; 360,000 compounds, 0.49% hits; AID 624304, 2012;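 active means interference check ratio from 0.5 to 1.5 plus GFP to RFP signal ratio inhibition reaching or exceeding a fixed threshold, cut at about 30% in these data, passing the limit was not always enough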; further: some compounds called inactive have numbers as strong as hits
* hit, by the source's call; · = not tested or not shown. Outcome played no part in choosing rows. About 4% of those tested had a hit in this group.

SMILES	MsrA inhibitor	Tb MetRS inh	eLon inh	PABP1 MLLE inh	CendR NRP1 mod	MT1-MMP act inh	bovine MsrA act	FAS TE block	SKN-1 block
CCOC(=O)C(NC(C)=O)C(OC(C)=O)c1cccc(N(CCO)CCO)c1 (centres undefined)	-0.1	-1.4	-12	9	3	-1	-3	-2	-15
CCCCn1c(=O)n(C)c(=O)c2c3c(sc21)COC(C)(C)C3	0.1	-1.1	-5	0	4	-5	-4	-2	10
C=CCn1c(SCC(=O)NCC(c2ccccc2)N(C)C)nc2sc3c(c2c1=O)CCC3 (centres undefined)	0.8	0.2	-1	-11	0	-7	-2	-2	-25
COc1ccccc1NC(=S)NCCSc1ccc(Cl)cc1	0.6	0.1	-2	-33	0	3	-2	-1	10
CCOC(=O)COn1c(=O)c(-c2ccccc2)[n+]([O-])c2ccccc21	2.1	-1.0	4	0	-4	-2	-5	-4	-4
COc1ccccc1CCC(=O)N1CCN(S(=O)(=O)c2cccc(F)c2)CC1	-1.6	-0.2	-7	-4	1	2	-1	-2	-5
COc1cc2[nH]c(=S)n(Cc3ccc(C)cc3)c(=O)c2cc1OC	0.1	-0.2	4	-110	-10	4	0	10	7
CC(C)CN(C(=O)C(c1ccccc1)c1ccccc1)c1c(N)n(CC(C)C)c(=O)[nH]c1=O	0.9	0.5	2	5	5	-1	-3	-3	2
O=C(Nc1ccc(Br)cc1)c1cccc(N2C(=O)C3C4C=CC(C4)C3C2=O)c1 (centres undefined)	-0.2	0.4	-2	-5	14	3	-2	9	-8
NC(=O)c1ccc(SCC(=O)OCC(=O)NC2CCCCCCC2)c([N+](=O)[O-])c1	1.0	-0.1	4	21	9	2	1	-4	10
O=C(CSc1nnc2ccccn12)Nc1ccc(N2CCOCC2)cc1	0.7	-0.3	2	-9	8	-1	-1	-5	13
C[C@H](CO)N1C[C@H](C)[C@H](CN(C)S(=O)(=O)c2cccs2)Oc2ncc(-c3cc4ccccc4o3)cc2C1=O	0.8	0.1	-5	11	-1	-6	-3	14	5
Cc1c(OCC(=O)N[C@H](C(=O)O)c2ccccc2)ccc2c3c(c(=O)oc12)CCCC3	1.1	1.1	-5	-3	-20	-4	-3	3	-1
CSC(=NC#N)N1CCN(c2cccc(Cl)c2)CC1	0.1	-0.6	2	-12	-2	20	-9	2	-11
Cc1nn(-c2nc3ccccc3s2)c(N)c1-c1ccc(Cl)cc1	0.2	-0.4	-6	0	7	0	-5	25	1
COc1ccc(F)cc1CN1CCN(CC(=O)Nc2ccccc2C(=O)NC2CC2)CC1	0.3	0.0	-3	0	1	-3	-4	-4	1
O=C1c2cc(Br)ccc2N(Cc2ccc(Br)cc2)S(=O)(=O)C1c1cc(Cl)c(Cl)cc1[N+](=O)[O-] (centres undefined)	·	1.0	2	20	-6	-2	-4	82*	-5
O=C1c2ccccc2C(=O)N1CCCCCCc1ccccc1	0.3	-0.3	2	10	10	4	-2	30	2
CCn1cc(CCCC(=O)NCc2cccnc2)c2ccccc21	1.3	-0.5	3	5	9	0	-1	-6	3
Cc1ccc(S(=O)(=O)N2CC(C)N(S(C)(=O)=O)C2)cc1 (centres undefined)	-1.2	-0.3	3	10	0	0	-3	-4	-5
O=C(Nc1cccc(-c2nnc(-c3ccccc3)o2)c1)c1ccco1	-0.8	-0.3	-2	7	-3	3	3	9	19
COc1cccc(-c2cn(-c3cccc(C(F)(F)F)c3)c(=S)[nH]2)c1	-1.1	0.2	0	-22	-3	-7	0	12	-17
O=C(O)c1ccc(NC(=O)c2cccc(S(=O)(=O)Nc3ccc(C(=O)O)cc3)c2)cc1	1.8	0.1	-4	12	-32	0	-4	-6	3
Cc1nc2ccccn2c1C(=O)NN=C1CCCC1	1.1	0.8	2	3	10	1	-3	-4	8
COc1ccc(Nc2oc(-c3ccco3)nc2S(=O)(=O)c2ccc(F)cc2)cc1	4.4	-0.3	-6	8	-6	-3	-4	42	-7

Record cards, from the list above. Order of screens: MsrA inhibitor	Tb MetRS inh	eLon inh	PABP1 MLLE inh	CendR NRP1 mod	MT1-MMP act inh	bovine MsrA act	FAS TE block	SKN-1 block
Results for `CCn1cc(CCCC(=O)NCc2cccnc2)c2ccccc21` = 1.3	-0.5	3	5	9	0	-1	-6	3
Results for `Cc1nn(-c2nc3ccccc3s2)c(N)c1-c1ccc(Cl)cc1` = 0.2	-0.4	-6	0	7	0	-5	25	1
Results for `CCOC(=O)C(NC(C)=O)C(OC(C)=O)c1cccc(N(CCO)CCO)c1` (centres undefined) = -0.1	-1.4	-12	9	3	-1	-3	-2	-15

Carrying on.
SMILES	MsrA inhibitor	Tb MetRS inh	eLon inh	PABP1 MLLE inh	CendR NRP1 mod	MT1-MMP act inh	bovine MsrA act	FAS TE block	SKN-1 block
CCCS(=O)(=O)NC(=O)C1(C)CCN(C(=O)c2sccc2C)C1 (centres undefined)	0.8	-0.2	-5	-7	2	-2	-1	-3	2
Cc1cc(C)c(C#N)c(SCC(=O)Nc2cccc(S(=O)(=O)N3CCCC3)c2)n1	0.5	-0.3	3	-3	-13	-9	-4	2	16
CCCN1CCC(=O)N([C@H](CN=[N+]=[N-])CC(C)C)CC1	-0.7	-0.5	0	4	10	-3	-5	-9	13
O=C(CCC1CCCC1)N1CCN(C(=O)c2ccco2)CC1	-1.6	-1.4	-4	2	-1	12	-4	-5	10
CC(C)CCNC(=O)C(c1ccc(O)cc1)N(Cc1ccco1)C(=O)CCC(=O)Nc1nccs1 (centres undefined)	0.0	-0.3	-7	6	-3	-5	-3	-3	8
CCC(OC(=O)c1nsc(Cl)c1Cl)C(=O)NC(C)(C)C (centres undefined)	-0.8	-0.7	4	5	8	-2	-10	-11	-1
OCCNc1nc(Nc2ccccc2O)nc(N2CCCC2)n1	-0.3	-0.3	2	1	9	13	-2	-9	4
Cc1noc(C)c1S(=O)(=O)N1CCCC(C(=O)NCC2CCCO2)C1 (centres undefined)	-0.5	0.4	1	0	-16	2	-2	-4	-11
C[C@@H]1NC(=O)c2cc([N+](=O)[O-])cc(I)c2OCC[C@@H](C(N)=O)NC(=O)[C@H](CCCCN)NC1=O	·	-0.1	-6	-7	4	-1	-4	-7	4
CCCCCN(C(=O)CCC(=O)OCC(=O)c1ccc(CCC)cc1)c1c(N)n(CCCC)c(=O)[nH]c1=O	0.9	-0.4	-15	-9	11	-4	-5	-8	2
Cc1nn(-c2ccccc2)c(Cl)c1C(=O)NNC(=O)c1ccncc1	-0.8	-0.3	-5	13	7	4	-1	-3	1
CC(C)(C)c1ccc(C(=O)CSc2nc3ccccc3c(=O)[nH]2)cc1	-0.5	-0.4	-12	14	-13	0	-4	-1	-13
CC(C)(C)CC(C)(C)NC(=S)NC1CCN(Cc2ccccc2)CC1	-0.7	-0.6	-1	3	-9	-1	-5	0	-2
COc1ccc(NCc2cc(=O)oc3cc(NC(C)=O)ccc23)cc1	2.9	-0.7	1	-4	7	2	-5	2	13
CC(=O)c1ccc(NC(=O)C2CCCN(S(=O)(=O)c3ccc(-n4cnnn4)cc3)C2)cc1 (centres undefined)	-0.2	0.3	-7	6	6	3	-3	1	5
CCOc1cc(C=NNC(=O)N(c2ccccc2)c2ccccc2)ccc1O	·	-1.1	4	-9	17	2	-5	1	1
COc1ccc(OC)c(NC(=O)CSc2nc3ccccc3c(=O)n2CCNC(C)=O)c1	1.2	-0.5	12	2	-2	10	-2	-6	-17
CC(C)(C)NCc1ccccc1OCc1cccs1	1.6	-1.4	-2	-12	3	-5	-1	-5	9
Cc1ccc(CNC(=O)[C@@H]2CCC(=O)N2Cc2ccco2)cc1	-0.8	-0.8	-5	-4	-1	0	-11	-11	-15
Cc1cc(C)c(C(N)=O)c(Nc2cccc(Cl)c2)n1	0.7	-0.1	-4	-1	8	0	-4	-7	13
Cc1ccc(CNc2nc(NCC3CC3)nc3ccsc23)c(C)c1	-1.3	-0.2	-3	12	0	-3	-1	8	1
O=C(NCc1cccs1)C1CCCN1C(=O)Nc1ccccc1Cl (centres undefined)	0.4	-0.2	-1	18	-2	-3	-5	-3	-5
O=C(Nc1ccc(Cl)c(Cl)c1)N[C@@H]1CC[C@@H](CCn2cc(C3CCCCC3)nn2)O[C@@H]1CO	1.4	0.2	·	·	-2	-2	·	·	1
COc1ccc(CCNC(=O)CSc2nnc3ccc(-c4ccccn4)nn23)cc1	1.4	-0.4	-1	4	1	1	0	-3	2
Cc1ccc(C(=O)NCC(=O)OCc2nnc(-c3ccccc3)o2)cc1	0.3	0.6	-4	-11	5	1	-5	-3	-11

Fetched by structure from above:
SMILES	MsrA inhibitor	Tb MetRS inh	eLon inh	PABP1 MLLE inh	CendR NRP1 mod	MT1-MMP act inh	bovine MsrA act	FAS TE block	SKN-1 block
O=C(Nc1ccc(Cl)c(Cl)c1)N[C@@H]1CC[C@@H](CCn2cc(C3CCCCC3)nn2)O[C@@H]1CO	1.4	0.2	·	·	-2	-2	·	·	1
COc1ccc(OC)c(NC(=O)CSc2nc3ccccc3c(=O)n2CCNC(C)=O)c1	1.2	-0.5	12	2	-2	10	-2	-6	-17
CC(C)CCNC(=O)C(c1ccc(O)cc1)N(Cc1ccco1)C(=O)CCC(=O)Nc1nccs1 (centres undefined)	0.0	-0.3	-7	6	-3	-5	-3	-3	8
COc1ccc(CCNC(=O)CSc2nnc3ccc(-c4ccccn4)nn23)cc1	1.4	-0.4	-1	4	1	1	0	-3	2

New compounds follow
SMILES	MsrA inhibitor	Tb MetRS inh	eLon inh	PABP1 MLLE inh	CendR NRP1 mod	MT1-MMP act inh	bovine MsrA act	FAS TE block	SKN-1 block
CCOC(=O)c1cccc(NS(=O)(=O)c2cnc[nH]2)c1	0.7	0.1	-5	0	2	1	-2	-12	-3
S=c1[nH]nc(-c2ccco2)n1-c1ccc(Br)cc1	-0.4	-0.6	6	-13	3	1	0	-5	-3
Nc1nc2c(C(=O)N3CCOCC3)nnn2c2ccccc12	0.2	3.0	8	5	7	-6	-11	-2	2
CN(C)c1ccc(/C=C2\N=C(C(C)(C)C)OC2=O)cc1	1.6	0.1	-80	-151	-80	-3	-3	14	-1
Cc1cc(Nc2ccc(N3CCOCC3)cc2)c2cccc(C)c2n1	1.3	-0.5	4	-4	12	1	-9	-10	-6
O=[N+]([O-])c1ccc(Cl)c(S(=O)(=O)NCC2CCCO2)c1 (centres undefined)	0.2	-0.2	-10	17	-12	1	-2	-10	-9

Source: PubChem (several laboratories)
